Screening data deposited in PubChem BioAssay by School of Medicine, Boston University.
PL synth Enamine: blocks phospholipid synthesis in CHO cells, Enamine compounds; ZR-82 CHO cells, pyrene fatty acid UV survival, CellTiter Blue; peroxisome-deficient CHO-K1 mutant line; plus DGAT-1, DGAT-2 and ACAT inhibitors; calls only at 10 µM; actives 0.4% (n = 20,000);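 active means cell survival signal 2 SD away from solvent-only control wells, confirmed on one or two retests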;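 further: 3 h compound exposure then viability read about one day after UV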
Calls only; i = inactive.

SMILES	PL synth Enamine
CC(C)NC(=O)NC(=O)COC(=O)c1ccc([N+](=O)[O-])o1	i
O=S(=O)(Nc1ccc(OC(F)F)c(Cl)c1)c1ccc(Cl)c(Cl)c1	i
O=C(O)CSCC(=O)N1CCCCC1	i
CCc1n[nH]c(=S)n1/N=C1\CCCc2ccccc21	i
O=c1cc(CN2CCOCC2)nc2sccn12	i
CCCn1c(N)c(C(=O)CSc2nnnn2C)c(=O)[nH]c1=O	i
Cn1cnc2c1c(=O)n(CCCSc1nnc(-c3ccco3)o1)c(=O)n2C	i
CSCCC(=O)Nc1nccs1	i
CC(=O)c1c(C)[nH]c(C(=O)OCC(=O)c2cc(C)n(CC(F)(F)F)c2C)c1C	i
CNC(=O)NC(=O)COC(=O)C1CCC(C(C)(C)C)CC1 (stereo not given)	i
FC(F)(F)c1nc2ccccc2n1CC1CC1(Cl)Cl (stereo not given)	i
CCn1c2ccccc2c(=O)c2c1nnn1c3ccccc3nc21	i
O=[N+]([O-])c1ccc(Sc2nnnn2-c2ccccc2)cn1	i
Cc1cc(CN2c3cccc4cccc(c34)S2(=O)=O)no1	i
Cc1ccc(C2C=C(c3ccc(-c4ccccc4)cc3)Nc3nc(-c4ccccc4)nn32)c(C)c1 (stereo not given)	i
CC(C)NC(=S)NNC(=O)C1CC1	i
Fc1ccc(-c2csc3ncnc(Sc4nnc(NC5CC5)s4)c23)cc1	i
O=P(OC(c1ccccc1)C(Cl)(Cl)Cl)(c1ccccc1)c1ccccc1 (stereo not given)	i
Nc1nc2c(F)c(F)c(F)cc2s1	i
CCN(C(=S)NC(=O)C1CC1)C1CCCCC1	i
CS(=O)(=O)NNc1ccc(S(N)(=O)=O)cc1[N+](=O)[O-]	i
Nc1c(-c2ccc3c(c2)OCCO3)oc2ccc(Cl)cc2c1=O	i
c1ccc(SCc2cn3cccnc3n2)nc1	i
Cc1ccc(C(=O)CCC(=O)O)s1	i
Cc1nnc(SCc2cc(-c3ccco3)on2)n1C1CC1	i
C/C(=N\Nc1ncnc2sc3c(c12)CCC3)c1cc2ccccc2o1	i
CC1CCC2C(C1)c1sc(=O)[nH]c1SC2(C)C (stereo not given)	i
c1ccc(-c2nc(SCc3ncc(-c4ccccc4)o3)n[nH]2)cc1	i
CSC(=NS(=O)(=O)c1cccs1)Nc1ccc(SC(F)F)cc1	i
c1ccc(-c2nnc(-n3nnc4ccccc43)c3ccccc23)cc1	i
c1ccn2c(Sc3nc(CN4CCOCC4)nc4sc5c(c34)CCC5)nnc2c1	i
O=c1c2ccccc2nnn1CSc1cccc[n+]1[O-]	i
O=c1[nH]c2cc3c(cc2nc1N1CCOCC1)OCCO3	i
Nc1nc(N)nc(CSc2nc(-c3ccc(Br)cc3)nc3ccccc23)n1	i
Cn1cnnc1SCc1cc(Cl)c2c(c1)OCCO2	i
Brc1ccc(NC2=NCCCCCC2)cc1	i
Cc1ccc(S(=O)(=O)N2CCSC2)cc1C	i
O=[N+]([O-])c1cc(S(=O)(=O)C(F)(F)F)ccc1Oc1ccc(S(=O)(=O)c2ccc(Cl)cc2)cc1	i
O=C(O)CCCN1C(=O)C2C3CC(C2C1=O)C1C(c2cccs2)c2sc(=O)[nH]c2SC31 (stereo not given)	i
CC1CCc2c(sc3ncnc(Sc4ccc5c(c4)OCCO5)c23)C1 (stereo not given)	i
C=C(C)CNC(=S)N/N=C/c1ccco1	i
CN(C)CCCN1C(=O)C(O)=C(C(=O)c2cccs2)C1c1cccs1 (stereo not given)	i
S=c1[nH]nc(-c2cc(-c3ccccn3)nc3ccccc23)o1	i
CC1(NC(=S)Nc2nccs2)CCS(=O)(=O)C1 (stereo not given)	i
CC1c2cccn2CCN1S(=O)(=O)c1ccc(S(=O)(=O)N2CCCC2)cc1 (stereo not given)	i
O=C(OCC(=O)c1ccc(Cl)s1)c1ccc(Br)o1	i
O=C(Nc1ccc2c(c1)CCC2)C1=CC=CN2CCS(=O)(=O)N=C12	i
Cc1cc(C)c2c(c1)/C(=N/Nc1ccc(C(F)(F)F)cn1)CCC2	i
O=c1c2ccccc2nnn1CSc1nc2scc(C3CC3)c2c(=O)n1C1CCCCC1	i
CCOC(=O)c1c(N)sc(C)c1CC	i
Cn1c(-c2ccccc2)c[n+]2c1CCCCC2	i
CN(C(=O)CN1C(=O)NC2(CCCCCC2)C1=O)C1CCS(=O)(=O)C1 (stereo not given)	i
Oc1ccc(-n2nnnc2SCc2cc3c(cc2Br)OCO3)cc1	i
Clc1cc(CSc2nnc(-c3ccco3)o2)cc2c1OCCO2	i
O=C(NNc1c(Cl)cc(Cl)cc1Cl)Nc1ccc(Cl)c(Cl)c1	i
Cn1/c(=N/N=C/c2ccc(F)c(F)c2)sc2ccccc21	i
Cc1cc(C)n(CCc2nc(-c3cccs3)cs2)n1	i
O=C(NC1CCCCC1)N1N=C2/C(=C/c3ccc(Cl)cc3)CCCC2C1c1ccc(Cl)cc1 (stereo not given)	i
S=c1[nH]c(-c2ccccc2)cn1/N=C/c1ccc(N(c2ccccc2)c2ccccc2)cc1	i
CCCCNc1nnc(SCc2cc(=O)n3cc(Br)ccc3n2)s1	i
Next section
SMILES	PL synth Enamine
Cc1ccc(C(c2c(N)n(CC(C)C)c(=O)[nH]c2=O)N2CCOCC2)s1 (stereo not given)	i
O=C1OC(c2ccc3c(c2)OCO3)=N/C1=C/c1cc2ccccc2nc1N1CCOCC1	i
Cc1ccc(C(=O)NC(C)C23CC4CC(CC(C4)C2)C3)s1 (stereo not given)	i
O=c1nc(C(Cl)(Cl)Cl)c(-c2nc3ccccc3s2)c2sc3ccccc3n12	i
CN(Cc1ccc(Cl)s1)Cc1cc2c(cc1O)CCC2	i
Cc1cccc2nc(COc3ccc4ccccc4c3Br)cn12	i
O=C(Oc1ccc2c(C(F)(F)F)cc(=O)oc2c1)C1=CC=CN2CCS(=O)(=O)N=C12	i
Cn1c(C(F)(F)F)nn(CN2CCc3ccccc3C2)c1=S	i
Cc1cnc(C(=O)OCc2cc(=O)n3c(C)cccc3n2)cn1	i
O=C1/C(=C/c2ccc3c(c2)OCO3)CS(=O)(=O)c2ccccc21	i
O=C1NC(=O)C2(CCSc3ccc(F)cc32)N1 (stereo not given)	i
O=S(=O)(Nc1cc2c(cc1Br)OCCO2)c1ccccc1F	i
S=c1[nH]nc(-c2ccc(Cl)cc2Cl)n1/N=C/c1c(Cl)cccc1Cl	i
Cc1cc(C)nc(NNc2ncnc(N)c2[N+](=O)[O-])n1	i
C=CCN=c1scc(-c2ccc(F)cc2)n1/N=C/c1ccc2c(c1)OCCO2	i

Arranged by formula weight (ascending): part of the list above.
SMILES	PL synth Enamine
O=C1NC(=O)C2(CCSc3ccc(F)cc32)N1 (stereo not given)	i
Cc1cnc(C(=O)OCc2cc(=O)n3c(C)cccc3n2)cn1	i
Cn1c(C(F)(F)F)nn(CN2CCc3ccccc3C2)c1=S	i
Cc1cccc2nc(COc3ccc4ccccc4c3Br)cn12	i
Cc1ccc(C(c2c(N)n(CC(C)C)c(=O)[nH]c2=O)N2CCOCC2)s1 (stereo not given)	i
C=CCN=c1scc(-c2ccc(F)cc2)n1/N=C/c1ccc2c(c1)OCCO2	i
O=C1OC(c2ccc3c(c2)OCO3)=N/C1=C/c1cc2ccccc2nc1N1CCOCC1	i
O=C(Oc1ccc2c(C(F)(F)F)cc(=O)oc2c1)C1=CC=CN2CCS(=O)(=O)N=C12	i

Next section:
SMILES	PL synth Enamine
C/C(=N\Nc1nc(C)cc(C)n1)c1cc2c(ccc3ccccc32)o1	i
COc1ccccc1N1CCN(c2nnnn2-c2ccccc2)CC1	i
O=C(CCN1C(=O)NC2(CCCC2)C1=O)N1CCN(S(=O)(=O)c2cccs2)CC1	i
CCOC(=O)c1c(C)[nH]c(C(=O)OCC(=O)N(C)C)c1C	i
O=C(O)CN1C(=O)CNC1=O	i
Cc1cccc(NP2(=S)/C(=C3/N(C)c4ccccc4C3(C)C)C=Nc3c2c(C)nn3-c2ccccc2)c1 (stereo not given)	i
COc1cc(-c2nnc(CSc3nnc(-c4ccco4)o3)o2)cc(OC)c1OC	i
CC1CCCC/C1=N\NC(=S)NC1CCCCC1 (stereo not given)	i
S=c1[nH]nc(COc2ccc(Cl)cc2Cl)o1	i
CC(=O)OC1CCC2(C)C(=CCC3C2CCC2(C)C3CCC2C2(C)CCC(c3ccccc3)(c3ccccc3)O2)C1 (stereo not given)	i
O=C(O)CCc1nc2sc3c(c2c(=O)[nH]1)CCCC3	i
CC1CCc2c(C(=O)Nc3sc4c(c3C(N)=O)CCCC4)csc2C1 (stereo not given)	i
Brc1cc2c(cc1CSc1ncccn1)OCO2	i
NC(=O)N1CCCC1C(=O)NNC(=O)CC12CC3CC(CC(C3)C1)C2 (stereo not given)	i
NC(=O)c1sc2nc3c(c(-c4ccco4)c2c1N)CCCC3	i
c1cc[n+](C[n+]2ccccc2)cc1	i
O=C(CSc1nnc(-c2ccc3c(c2)OCO3)o1)c1ccc2c(c1)CCC2	i
C=CCn1c(SC)nnc1C1COc2ccccc2O1 (stereo not given)	i
O=C1CCCC/C1=C/Nc1ccc(S(=O)(=O)c2ccc(N/C=C3\CCCCC3=O)cc2)cc1	i
Clc1ccc(-c2nnc(CSc3nnc(C4CC4)n3C3CC3)o2)cc1	i
CN=c1scc(-c2ccc(Cl)cc2)n1/N=C/c1ccccc1I	i
Cn1nc(SCC(=O)O)c(=O)n(C)c1=O	i
CN1CCN(c2ncnc3sc4c(c23)CCCC4)CC1	i
c1ccc2oc(C3=NNC(=NCC4CCCO4)SC3)cc2c1 (stereo not given)	i
CN1CCN(NC(=S)Nc2ccc(OC(F)F)cc2)CC1	i
O=[N+]([O-])c1cc(S(=O)(=O)N2CCCC2)ccc1NN=C1c2ccccc2-c2ccccc21	i
CS(=O)(=O)N1N=C(c2ccccc2)CC1c1cccc([N+](=O)[O-])c1 (stereo not given)	i
O=C1C=CC(=NOS(=O)(=O)c2cc(Cl)ccc2Cl)C=C1	i
N=C1C(c2nc3ccccc3c(=O)[nH]2)=C(O)CN1c1ccc([N+](=O)[O-])cc1	i
O=C1CSc2ccc(C(=O)O)cc2N1	i

Eleven of the compounds above, in markdown:
| mol | PL synth Enamine |
| --- | --- |
| C=CCn1c(SC)nnc1C1COc2ccccc2O1 (stereo not given) | i |
| c1ccc2oc(C3=NNC(=NCC4CCCO4)SC3)cc2c1 (stereo not given) | i |
| Cn1nc(SCC(=O)O)c(=O)n(C)c1=O | i |
| CN1CCN(NC(=S)Nc2ccc(OC(F)F)cc2)CC1 | i |
| O=C1CCCC/C1=C/Nc1ccc(S(=O)(=O)c2ccc(N/C=C3\CCCCC3=O)cc2)cc1 | i |
| O=C1C=CC(=NOS(=O)(=O)c2cc(Cl)ccc2Cl)C=C1 | i |
| Clc1ccc(-c2nnc(CSc3nnc(C4CC4)n3C3CC3)o2)cc1 | i |
| O=C1CSc2ccc(C(=O)O)cc2N1 | i |
| O=[N+]([O-])c1cc(S(=O)(=O)N2CCCC2)ccc1NN=C1c2ccccc2-c2ccccc21 | i |
| CN1CCN(c2ncnc3sc4c(c23)CCCC4)CC1 | i |
| CS(=O)(=O)N1N=C(c2ccccc2)CC1c1cccc([N+](=O)[O-])c1 (stereo not given) | i |

Following part.
SMILES	PL synth Enamine
C=CCN=c1scc(-c2ccc(OC(F)F)cc2)n1/N=C/c1ccc(C(F)(F)F)cc1	i
COc1cc(OC)c(OC)cc1/C=N/NC1=NCCCCC1	i
Cc1cc(=O)cc(C(F)(F)F)o1	i
OCCN(CCO)CC(O)COc1ccc2ccccc2c1 (stereo not given)	i
CCOC(=O)c1[nH]c(COC(=O)C2=COCCO2)c(C(=O)OCC)c1C	i
Oc1ccc2cc(Br)ccc2c1CN(Cc1ccncc1)C1CC1	i
O=P1(N(Cc2ccccc2)Cc2ccccc2)C=C(c2ccccc2)SC(c2ccccc2)=C1	i
COc1ccc(C2=Nc3cc4c(cc3P(=Nc3ccc(C)cc3)(N3CCOCC3)O2)C(C)(C)C(C)N4C)cc1OC (stereo not given)	i
CC(=N\NC(N)=S)/C(C)=N/NC(N)=S	i
Cc1nc(N2CCCC2)c2c3c(sc2n1)CCCC3	i
O=C1OC(C23CC4CC(CC(C4)C2)C3)=N/C1=C\c1cc2c(cc1[N+](=O)[O-])OCO2	i
CCc1cc2c(SCC(=O)c3ccc(Br)s3)ncnc2s1	i
Cc1cnc(C(=O)OC(C)C(=O)NC(N)=O)cn1 (stereo not given)	i
C[n+]1ccc2ccccc2c1	i
Oc1cccc2ccc(/C=C/c3ccccc3Br)nc12	i
Cc1nnc(SCC(=O)NC(=O)NC2CCCC2)s1	i
CC(C)(C)C1CCC2(CC1)N=C(N)Nc1nc3cc4c(cc3n12)OCCCO4 (stereo not given)	i
O=[N+]([O-])/C(CN1CCOCC1)=C1/CCCCCN1	i
O=C(O)CCn1c(-c2cccs2)n[nH]c1=S	i
CN=c1scc(-c2ccc(OC(F)F)cc2)n1/N=C/c1ccccc1Br	i
Clc1ccc2nc(SCc3cn4cc(Cl)ccc4n3)[nH]c2c1	i
O=C(CSc1nccc(=O)[nH]1)NC12CC3CC(CC(C3)C1)C2	i
O=C(/C=C/c1ccco1)Nc1sc2c(c1C(=O)NC1CCS(=O)(=O)C1)CCCC2 (stereo not given)	i
Clc1ccc(C2C=C(c3ccncc3)Nc3nnnn32)cc1 (stereo not given)	i
Nc1ccc(N=Nc2ccc(N)cc2)cc1	i
Cc1nc2c(cnn2C(C)C)c(C)c1CCC(=O)O	i
c1ccn2c(Cc3nnc4ccccn34)nnc2c1	i
Cc1ccc(P(=NS(=O)(=O)c2ccc3ccccc3c2)(Oc2ccccc2)C(C)(C)C)o1 (stereo not given)	i
O=C(/C=C/c1ccco1)OCC(=O)C12CC3CC(CC(C3)C1)C2	i
Cn1c(=O)c2[nH]c(SCC(=O)O)nc2n(C)c1=O	i
c1csc(-c2nnc(SCc3nc4ccccc4o3)n2C2CC2)c1	i
O=C(N=C1N=C2C=CC(Br)=CN2Cc2ccccc21)c1ccc([N+](=O)[O-])o1	i
Cn1/c(=N/N=C(Cc2ccccc2)Cc2ccccc2)sc2ccccc21	i
CC(C1CC2CCC1C2)n1c(COc2ccccc2F)nn(CN2CCCC2)c1=S (stereo not given)	i
C[n+]1cccc(C(=O)NNC(=O)C23CC4CC(CC(C4)C2)C3)c1	i
c1ccc(-c2nnc(-c3ccncc3)nc2-c2ccccc2)cc1	i
Nc1nc(SCC(=O)N(C2CCCCC2)C2CCS(=O)(=O)C2)nc2sc3c(c12)CCCC3 (stereo not given)	i

Some of the compounds tested, so the mix of outcomes need not match the whole.
